# Assay outcomes as filed in PubChem BioAssay.
# Furin inh – inhibitors of human furin. purified furin, fluorogenic substrate cleavage. inhibition, % at 30 µM. actives 0.061% (n = 220,000). AID 463115; in the data active = inhibition above about 25%; note: inactives centre near -15
# hK5 inh – blocks human kallikrein 5 protease activity | inhibition, % at 5 µM | recombinant hK5, fluorogenic AMC substrate cleavage | actives 0.59% (n = 210,000) | Q9Y337;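 active = inhibition of 40% or more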;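 note: 0% = enzyme controls without compound and 100% = no-enzyme blanks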
# Target sequence (Q9Y337 67-293 limits assumed): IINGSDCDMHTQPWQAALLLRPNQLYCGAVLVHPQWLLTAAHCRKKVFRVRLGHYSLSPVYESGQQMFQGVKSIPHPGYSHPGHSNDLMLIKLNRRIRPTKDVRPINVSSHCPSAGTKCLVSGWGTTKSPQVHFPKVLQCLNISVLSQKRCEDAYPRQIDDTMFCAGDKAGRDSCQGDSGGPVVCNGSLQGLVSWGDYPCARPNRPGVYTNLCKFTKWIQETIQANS
# EBV gp42 block – EBV gp42 inhibition | AID 1085 | inhibition, % (tested at 21.74 µM) | Fluorescence polarization binding assay, mP read-out | actives 0.42% (n = 220,000) | Q1HVG2; in the data active = inhibition above about 50%
# Target sequence (Q1HVG2 whole entry, looked up): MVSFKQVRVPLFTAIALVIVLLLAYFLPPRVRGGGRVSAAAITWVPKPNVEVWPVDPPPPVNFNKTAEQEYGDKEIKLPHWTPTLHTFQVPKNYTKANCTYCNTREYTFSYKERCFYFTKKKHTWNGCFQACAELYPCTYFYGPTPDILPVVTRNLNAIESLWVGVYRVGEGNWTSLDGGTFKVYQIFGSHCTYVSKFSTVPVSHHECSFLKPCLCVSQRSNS
# p47phox inh – p47phox (human) inhibition; actives 0.53% (n = 220,000); inhibition, % at 24.7 µM; AID 1274; P14598; p47phox/p22phox peptide binding, fluorescence polarization, 2 h;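 note: 0% = p47phox with labelled peptide and 100% = labelled peptide alone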
# Thrombin inh – blocks human thrombin protease activity; inhibition, % at 5 µM; P00734; actives 0.26% (n = 220,000); AID 1046; alpha-thrombin, Boc-VPR-AMC fluorogenic substrate cleavage;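 active = inhibition at or above 40%; inactive = inhibition below 40%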;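 note: 0% = enzyme with no compound and 100% = wells without enzyme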
#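 Assay system: human alpha-thrombin enzyme. Reagent: Boc-VPR-AMC substrate, 15 µM final. Compound dosing: one concentration per compound, 5 µM, with 0.2% DMSO. Incubation: room-temperature reaction. Technique: AMC fluorescence, 355/460 nm. Measure: % inhibition relative to enzyme controls and enzyme-free blanks.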
# 14-3-3 Bad inh – disrupts binding of bovine 14-3-3 zeta to phospho-Bad peptide; P63103; TR-FRET 14-3-3zeta/Dy647-pBad peptide displacement, 1 h; inhibition, % at 21.7 µM; actives 0.71% (n = 220,000);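 active = inhibition above about 70%, limit read from the data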;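 note: 0% = full 14-3-3 plus peptide FRET controls and 100% = background without 14-3-3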
# Target sequence (P63103 whole entry, looked up): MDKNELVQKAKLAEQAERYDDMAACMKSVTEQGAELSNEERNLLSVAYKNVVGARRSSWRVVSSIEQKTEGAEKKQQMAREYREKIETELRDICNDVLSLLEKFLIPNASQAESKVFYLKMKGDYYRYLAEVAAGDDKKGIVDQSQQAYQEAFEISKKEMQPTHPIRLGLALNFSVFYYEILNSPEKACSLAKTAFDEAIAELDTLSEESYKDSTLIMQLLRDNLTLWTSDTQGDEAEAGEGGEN
# KCC2 mod – modulators of human KCC2 chloride dependent transport; B-score of Tl+ flux slope (higher = more flux/activation; lower = inhibition) at 10 µM; Q9H2X9; KCC2 cells, thallium flux FluoZin-2 fluorescence; actives 2.2% (n = 190,000); AID 1456;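 active = thallium flux slope and its plate-corrected score both differing from the plate sample mean at a set confidence after two filtering rounds, in either direction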;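 note: slope of fluorescence scaled to starting intensity during 10 to 20 s after thallium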
# Rad51 HR inh – Rad51 (human) homologous recombination inhibition; Q06609; hRad51 DNA strand exchange, fluorescence dequenching; inhibition, % at 10 µM; actives 0.085% (n = 200,000);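 active = inhibition above 40% at the single screening dose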;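 note: 0% = DMSO control wells and 100% = blanks with heterologous ssDNA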
# Target sequence (Q06609 whole entry, looked up): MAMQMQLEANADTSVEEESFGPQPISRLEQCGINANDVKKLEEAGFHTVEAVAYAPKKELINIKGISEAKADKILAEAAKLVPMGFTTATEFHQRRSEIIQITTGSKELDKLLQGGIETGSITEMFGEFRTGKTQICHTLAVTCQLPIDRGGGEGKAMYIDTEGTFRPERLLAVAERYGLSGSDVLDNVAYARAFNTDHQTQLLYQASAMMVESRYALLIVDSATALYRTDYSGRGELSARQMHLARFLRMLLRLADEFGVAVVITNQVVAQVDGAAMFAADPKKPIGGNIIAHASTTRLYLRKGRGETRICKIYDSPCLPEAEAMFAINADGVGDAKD
#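 Material: hRad51 filaments on single-stranded DNA; Reagent: Donor/quencher-labelled 47-bp dsDNA substrate; Compound: 10 µM final, single point; Schedule: 37 °C 15-min filament assembly, 30-min compound preincubation, 15-min exchange; Technique: FRET fluorescence, excitation 485 nm, emission 520 nm; Benchmarks: control wells and blank wells on each plate.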
# eIF4E 4G PPI – inhibitors of eIF4E and eIF4G interaction in translation initiation; P63073+Q04637; TR-FRET eIF4E-eIF4GI(517-606) binding, 2 h; inhibition, % at 21.7 µM; actives 0.37% (n = 220,000); AID 782;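 note: 0% = full FRET control wells and 100% = background wells lacking eIF4GI fragment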
# * marks the source's active call; other numbers are inactive results; / = not tested or not shown; [ ] = dose if it differs, or a comment.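 Rule for the calls, unless noted: active = inhibition above about 30% (limit read from the data); inactive = the rest.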
# Values run as follows: Furin inh, hK5 inh, EBV gp42 block, p47phox inh, Thrombin inh, 14-3-3 Bad inh, KCC2 mod, Rad51 HR inh, eIF4E 4G PPI
CCOC(=O)NC1(NC(C)C)Oc2ccccc2O1
    -10.6[20 µM], -2.6, -14.6, -13.8, -2.9, 6.4, /, -3.1, 2.0
CCC[n+]1c(C)sc2c3c(ccc21)CCCC3
    -17.2, -1.9, -12.5, -29.5, 4.0, 5.9, /, -2.1, 4.7
CCOC(=O)c1cnc2cc(Cl)c(OC)cc2c1NCC1CCCO1 (stereo not drawn)
    -21.5, -1.7, -6.2, -11.1, -1.8, 6.6, /, -6.8, -8.1
O=C(CNCc1ccco1)Nc1ccc(Oc2ccccc2)cc1
    -37.9, -0.3, -10.8, -1.7, -7.1, 17.0, -0.947, -1.8, -3.4
Cc1ccc(C(C)C)c(OCC(=O)N/N=C/C2CCCCC2)c1
    0.4, 18.0, 5.2, -1.3, 34.0, 7.2, -0.0875, -5.8, 0.6
CC(C)(C)OC(=O)NCCc1nnc(SCc2ccccc2Cl)o1
    -16.9, -0.8, -20.4, -10.8, -4.9, 8.9, -1.05, -2.7, 0.2
COC(=O)c1cc(=O)c2cccc(OC)c2[nH]1
    -12.6, -10.0, -17.0, -11.6, -6.2, -11.8, /, 4.1, -3.0
Cc1ccccc1OCC(=O)Nn1c(COc2ccccc2)nc2ccccc2c1=O
    -18.8[20 µM], -5.8, -5.2, -14.0, -6.6, 3.0[fluorescence artefact?], /, 2.8, 0.4[fluorescence artefact?]
O=C(COc1ccc(Br)cc1)N/N=C1/SCC(=O)N1Cc1ccco1
    -17.3, -4.5, 3.2, 0.7, -7.3, -4.0, -0.618, -15.2, 0.8
CCC1=C2CC[C@H]3C(=O)N(c4ccccc4)C(=O)[C@H]3[C@H]2[C@@]2(C)C(=NCC3CC3)OC(=O)N2C1=O
    -32.0, 3.4, -5.9, -11.6, 0.1, -2.5, 0.737, 9.3, -0.3
CCOc1ccc(/C=N/NC(=O)CC(=O)Nc2ccc(Cl)c(Cl)c2)cc1
    -15.4, -4.7, -8.0, 21.8, -14.3, 18.4, 0.148, 5.6, -1.9
COc1cc(/C=N/NC(=O)Cc2csc(C)n2)ccc1OCC(C)C
    -14.4, 0.6, -14.8, -0.7, -9.0, 0.7, -1.41, 0.1, 3.0
CC(=O)Nc1ccc(S(=O)(=O)Nc2nc3c(s2)CCCC3)cc1
    -6.7[20 µM], 5.5, -0.3, -4.6, -3.7, 0.6, 0.284, 2.9, 2.1
CC(=O)Nc1ccc(S(=O)(=O)N(Cc2ccco2)CC2CCCO2)cc1 (stereo not drawn)
    -16.4, 2.3, 8.2, -21.4, 4.8, -6.3, -0.00834, /, 11.7
COc1cc(/C=C/C2=NC(=O)C(C)(C)O2)ccc1O
    -11.7, -5.7, -21.5, -17.0, 2.1, -5.2, 0.728, -3.9, 5.7
Cc1ccc(Cn2ccc(NC(=O)c3cc(CC(C)C)on3)n2)cc1
    -24.1, 2.5, -8.4, -7.3, -3.8, 5.2, -1.14, 4.8, 4.5
Cc1nonc1C(=O)N/N=C/c1cccc(O)c1
    -13.3, 37.7, 2.8, 3.0, 38.0, 2.7[fluorescence artefact?], 0.213, -16.5, -0.3
O=C(Nc1cccc(S(=O)(=O)N2CCOCC2)c1)c1ccccn1
    -1.1, 9.8, -22.1, 3.8, 5.9, -6.4, -0.172, -4.7, -7.8
Cn1c(SCC(=O)N2CCCC2)nc2ccccc2c1=O
    -21.2, -13.8, -24.8, -7.8, -13.2, -5.4, 0.259, -3.0, 1.3
COC(=O)N/N=C/c1cccs1
    -34.3, 6.5, -12.4, -8.1, -4.5, -1.7, 1.09, -2.6, 1.1
FC(F)(F)c1cc(C(F)(F)F)c2ccc(Oc3ccccc3)nc2n1
    -16.4, 4.0, -4.7, -12.0, 0.4, 24.8[fluorescence artefact?], -1.87, -5.6, 13.0
O=C(COc1ccccc1)Nc1ccc(OC(F)(F)C(F)F)c(NC(=O)COc2ccccc2)c1
    -14.4[20 µM], -1.3, -3.0, -11.3, 0.0, 8.5, 0.776, 0.1, -3.8
CCCCn1c(CCNC(=O)CCC)nc2ccccc21
    -23.1, -6.5, -7.7, -4.8, 1.6, 10.2[fluorescence artefact?], 0.535, -2.3, 6.2
O=C(/C=N/NC(=O)c1ccc(Cl)cc1Cl)c1ccccc1
    -3.5, 29.2, -5.3, 10.2, -0.4, 0.1, 91.2*, 0.3, -10.3
Cc1cc(C)c2[nH]c(=O)c(=O)[nH]c2c1
    -25.1[20 µM], 15.4, -15.7, -7.1, -1.5, 6.1[fluorescence artefact?], -1.31, -0.7, -2.5
Cc1cc(C)c(/C=N/NC(N)=O)c(C)c1/C=N/NC(N)=O
    -20.7[20 µM], -10.8, -8.0, -9.5, -4.5, -8.4, /, -4.7, -3.4
CC1=CCCC(C)(C)C1/C=C/C(C)=N/NC(=O)c1ccncc1 (stereo not drawn)
    -29.8, -6.5, -13.1, -4.8, -5.6, -15.8, 5.29*, 0.7, 0.3
Cc1ccc(S(=O)(=O)N/N=C/c2cccc(OC3CSC3)c2)cc1
    -0.1, -7.0, 6.8, -37.2, 3.5, -15.3, -0.181, /, 3.5
COc1ccc(NS(=O)(=O)c2cc(NC(=O)CNC(=O)c3ccc(C)s3)ccc2Cl)cc1
    2.5, -15.9, 0.3, -27.1, -7.7, 23.8, -0.655, -4.2, -3.1
O=C(c1ccc(S(=O)(=O)Nc2ccccc2)cc1)N1CCOCC1
    -15.1, 1.4, -10.2, -9.2, -5.2, 3.0, -0.0037, 8.3, -0.8

# Looked up by compound from the list above, 4 records:
# Values run as follows: Furin inh, hK5 inh, EBV gp42 block, p47phox inh, Thrombin inh, 14-3-3 Bad inh, KCC2 mod, Rad51 HR inh, eIF4E 4G PPI
Cc1cc(C)c(/C=N/NC(N)=O)c(C)c1/C=N/NC(N)=O
    -20.7[20 µM], -10.8, -8.0, -9.5, -4.5, -8.4, /, -4.7, -3.4
Cn1c(SCC(=O)N2CCCC2)nc2ccccc2c1=O
    -21.2, -13.8, -24.8, -7.8, -13.2, -5.4, 0.259, -3.0, 1.3
O=C(/C=N/NC(=O)c1ccc(Cl)cc1Cl)c1ccccc1
    -3.5, 29.2, -5.3, 10.2, -0.4, 0.1, 91.2*, 0.3, -10.3
O=C(COc1ccccc1)Nc1ccc(OC(F)(F)C(F)F)c(NC(=O)COc2ccccc2)c1
    -14.4[20 µM], -1.3, -3.0, -11.3, 0.0, 8.5, 0.776, 0.1, -3.8

# Carrying on:
# Values run as follows: Furin inh, hK5 inh, EBV gp42 block, p47phox inh, Thrombin inh, 14-3-3 Bad inh, KCC2 mod, Rad51 HR inh, eIF4E 4G PPI
NC(=S)N/N=C/c1ccc(-c2ccc(SC(F)F)cc2)o1
    -10.6, -2.0, -10.0, -9.9, -16.3, 3.6, 1.09, /, 6.7
Cc1cc(NS(=O)(=O)c2ccc(NC(=O)CSc3nnc(-c4ccco4)n3N)cc2)nc(C)n1
    -11.2, 28.5, 12.7, 6.1, 61.9*, -5.7[fluorescence artefact?], 0.393, -10.3, -6.8[fluorescence artefact?]
COC(=O)c1sc(NC(=O)c2cc(-c3ccccc3)nc3ccccc23)c(C#N)c1C
    -8.6[20 µM], -0.2, -30.4, -19.7, 4.9, 6.7, /, -7.2, 10.3
Cc1cccc2cc(CN(CCCN(C)C)C(=S)NCCc3ccccc3)c(=O)[nH]c12
    -27.6, -1.6, -26.3, -9.2, -8.2, 0.5, 0.0156, 2.8, 5.2
Cc1cc(=O)[nH]c(SCC(=O)Nc2nc3ccccc3s2)n1
    -15.1, -5.8, -14.6, -7.6, -4.8, 0.3, -1.15, 1.9, 3.0
O=C1CSC(c2ccccn2)N1c1ccc(C(F)(F)F)cc1 (stereo not drawn)
    -20.4, 0.6, -4.7, -8.8, 0.1, 1.0, 0.171, 15.9, -3.2
CCCn1nnnc1NCc1ccccc1OCc1ccc(F)cc1
    -6.7[20 µM], -13.8, -11.8, 8.9, -1.4, 2.7[fluorescence artefact?], -2.76, 1.1, 9.7[fluorescence artefact?]
CC1=NN2C(=N)/C(=C\c3cc(C)n(Cc4ccccc4)c3C)C(=O)N=C2S1
    -16.4, 1.7, -0.3, -29.2, -7.4, 8.4, 1.05, /, -0.2
O=C(O)CCC(=O)N(Cc1ccco1)C1CC(=O)N(c2ccccc2)C1=O (stereo not drawn)
    -19.7, 0.2, -10.7, -7.8, -3.7, -0.9, -0.0596, 10.8, -4.3
CC(=O)C1=C(C)NC(C)=C(C(C)=O)C1c1ccc(-c2ccccc2Cl)o1
    -12.9, 2.9, 2.3, -1.2, 5.4, -6.0, /, -3.9, -10.7
O=C(O)c1cc(NC(=O)c2ccccc2[N+](=O)[O-])ccc1O
    -34.9, -1.4, -21.4, -7.8, -9.2, -0.8, -0.00542, 4.0, 0.9
CC1=C(C(=O)Nc2ccccc2)C(c2ccccc2[N+](=O)[O-])NC(=O)N1 (stereo not drawn)
    -16.8, -6.8, 2.4, -17.9, -0.9, -8.5, -0.0368, 6.5, -0.5
O=C(Nc1ccccc1)C1CCCN1C(=O)Nc1ccccc1[N+](=O)[O-] (stereo not drawn)
    -14.9, -9.0, -0.6, 5.9, -6.2, -4.7, -0.000407, 25.1, 1.7
CN1CCCC(C#CC(O)(c2ccccc2)c2ccccc2)C1 (stereo not drawn)
    -15.1, 5.4, -12.0, -6.0, -11.1, -2.1, /, 23.7, 0.9
CCN(CC)C(=O)CC(c1cc(OC)c(OC)c(OC)c1)c1c(OC)cc(OC)c2ccc(=O)oc12 (stereo not drawn)
    -16.9, -0.2, -22.1, -12.3, -1.9, 0.3, -0.0573, -7.2, -3.1
COc1cccc(C(=O)NCCC2=CCCCC2)c1OC
    -18.8[20 µM], 2.0, -5.0, -11.3, -2.8, 4.4, /, -2.2, -5.5
CC(C)NS(=O)(=O)c1ccc(OCC(=O)Nc2ccc(F)cc2F)cc1
    -20.4[20 µM], 1.2, -8.2, -2.6, 2.3, 3.1, -0.994, -8.3, -1.6
CCCCN(CCCC)CC(O)COc1ccccc1C(=O)Nc1ccccc1 (stereo not drawn)
    -31.2, -0.8, -6.8, -6.0, 0.9, -4.2, -0.266, 7.1, -5.0
O=C(Nc1cccc(C(F)(F)F)c1)c1cc2c(s1)-c1ccccc1OC2
    -34.2, -17.0, -7.0, -16.6, -3.2, 2.3[fluorescence artefact?], 0.178, /, -2.1
CS/C(N)=N/N=C/c1ccc([N+](=O)[O-])cc1
    4.6[20 µM], -9.6, -40.7, -3.9, 2.0, 53.6[fluorescence artefact?], -0.875, 3.7, -0.9
Cc1cccc(NC(=O)Nc2ccc(C#N)cc2)n1
    -25.1, -0.9, -9.8, -12.8, -5.7, 13.6[fluorescence artefact?], -1.27, 1.9, 1.3
Cc1ccc(O)c(N=Nc2ccc(S(=O)(=O)N3CCOCC3)cc2)c1
    -21.0, 4.0, -2.2, -5.2, -2.5, 4.4, -0.0509, 3.0, 1.9
COc1ccc(-c2coc3cc4oc(=O)cc(-c5ccccc5)c4cc23)cc1F
    -30.8, -3.6, -13.7, -4.5, -6.4, 10.1, -0.246, 4.5, 6.2
CC12CCC(C(=O)Nc3ccc(Br)cn3)(OC1=O)C2(C)C (stereo not drawn)
    -9.6, -4.7, -9.1, -6.4, 2.5, -2.7, 0.439, 12.2, 0.8
COC(=O)CCSCC(=O)N1N=C(c2ccc(OC)cc2)CC1c1cccc(OC)c1OC (stereo not drawn)
    -24.9, 2.1, -9.8, 2.1, 12.8, -16.7, /, -2.0, -3.3
O=C1N(c2ccccc2)C2CS(=O)(=O)CC2N1c1ccc(Cl)c(Cl)c1 (stereo not drawn)
    -17.5, -7.7, -10.2, -15.0, 0.8, 2.1, -0.282, 11.3, 9.2
